Screens: PubChem BioAssay, several laboratories
OXTR ag: activates the human oxytocin receptor; P30559; CHO-OTR cells, Fluo-8 calcium fluorescence; normalized: DMSO 0%, oxytocin 100%; activation, % at 3 µM; hit rate 0.32% among 320,000;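 active = activation above the mean of all tested compounds plus 3 SD, cutoff set per screening run, cut at about 20% in these data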;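 also: peak over basal fluorescence ratio from a 100 s FLIPR kinetic read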
Target sequence (P30559 whole entry, looked up): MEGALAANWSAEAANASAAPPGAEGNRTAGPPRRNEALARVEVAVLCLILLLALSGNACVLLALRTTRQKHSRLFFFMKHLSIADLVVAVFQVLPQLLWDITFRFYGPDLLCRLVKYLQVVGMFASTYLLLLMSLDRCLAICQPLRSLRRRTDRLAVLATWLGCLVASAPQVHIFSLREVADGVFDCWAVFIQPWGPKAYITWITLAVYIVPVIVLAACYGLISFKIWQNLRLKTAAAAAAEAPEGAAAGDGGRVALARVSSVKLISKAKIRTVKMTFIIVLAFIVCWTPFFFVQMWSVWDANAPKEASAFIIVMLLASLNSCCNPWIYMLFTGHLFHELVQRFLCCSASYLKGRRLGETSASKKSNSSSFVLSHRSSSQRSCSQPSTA
MEKK3 PB1 HTS: modulators (inhibitors or enhancers) of MEK5 binding to human MEKK3 PB1 domain | Q99759 | bead-based flow cytometry, Alexa488-MEK5 binding to MEKK3; actives lie on both sides; 0 = blocked by unlabeled MEK5, 100 = vehicle | binding response (% of control), % at 10 µM | hit rate 1.4% among 290,000;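 active = binding response more than 3 SD above or below the average of its plate-row segment, actives on both sides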;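 also: Alexa488 bead fluorescence after subtracting the streptavidin-only scavenger bead signal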
PHOSPHO1 inh: PHOSPHO1 (human) inhibition; inhibition, % at 13.3 µM; Q8TCT1; hit rate 1.1% among 290,000; recombinant PHOSPHO1, absorbance phosphatase assay; AID 1565; in the data active = inhibition above about 60%
NALP1 yeast inh: blocks the NALP1 inflammasome reconstituted in yeast | S. cerevisiae NALP1/ASC/caspase-1 growth, X-gal OD620, 72 h | inhibition, % at 10 µM | hit rate 0.61% among 280,000; in the data active = inhibition mostly above about 24%, no sharp cut-off; inactive = mostly below about 32%; also: some compounds called inactive have numbers as strong as hits
V1aR counter: activates human V1a receptor in oxytocin agonist counter-screen; CHO-V1R cells, Fluo-8 calcium fluorescence, agonist mode; 0% DMSO, 100% 3 nM vasopressin; activation, % at 3 µM; hit rate 0.25% among 320,000;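 active = activation above the mean activation of all tested compounds plus 3 SD, per screening run, cut at about 20% in these data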;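 also: signal is peak over basal fluorescence ratio across a 100 second FLIPR read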
MEKK2 mut-MEK5: signal of MEK5 binding to mutant human MEKK2 PB1 domain; bead flow cytometry, Alexa488-MEK5 binding to MEKK2 mutant; hit rate 0.35% among 290,000; AID 1530; percent response, % at 10 µM; in the data active = percent response above about 24%, passing the limit was not always enough; also: inactives centre near 1; some results filed as inactive read as strong as hits; reference of the scale not given here
MEKK2wt PB1 HTS: raises or lowers MEK5 binding to wildtype human MEKK2 PB1 domain; bead flow cytometry, Alexa488-MEK5 binding to MEKK2 WT; actives lie on both sides; binding response (% of control), % at 10 µM; hit rate 1.1% among 290,000; AID 1531; in the data active = binding response below about 67% or above about 130%
GalR3 antag: antagonists of human GalR3; hit rate 0.44% among 360,000; HEK293 GalR3-CNG cAMP membrane potential fluorescence; galR3 body fused to GalR1 C-terminus; O60755; inhibition, % at 3 µM;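 active = inhibition above the screen-wide average plus 3 SD, cut at about 13% in these data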;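 also: forskolin and galanin both at EC90 stimulate the cells; cAMP rise reported by CNG channel membrane potential dye signal; 0% = forskolin plus galanin with DMSO and 100% = forskolin alone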
Target sequence (O60755 1-299 limits assumed): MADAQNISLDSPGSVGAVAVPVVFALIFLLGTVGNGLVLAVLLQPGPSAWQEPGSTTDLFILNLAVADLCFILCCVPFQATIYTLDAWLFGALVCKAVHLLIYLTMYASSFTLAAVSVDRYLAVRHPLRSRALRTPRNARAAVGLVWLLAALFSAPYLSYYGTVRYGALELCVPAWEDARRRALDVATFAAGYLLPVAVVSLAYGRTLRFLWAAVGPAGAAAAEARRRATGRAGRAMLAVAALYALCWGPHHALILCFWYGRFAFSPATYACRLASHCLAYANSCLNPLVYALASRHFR
GPR7 antagonist: antagonists of human GPR7 (neuropeptides B/W receptor 1); P48145; GPR7-expressing cells, fluorescence antagonist assay; inhibition, % at 4.4 µM; hit rate 1.1% among 290,000; AID 1861; in the data active = inhibition above about 16%, passing the limit was not always enough;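 also: cells stimulated with the agonist NPW; 0% = agonist with vehicle and 100% = vehicle without agonist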
Target sequence (P48145 whole entry, looked up): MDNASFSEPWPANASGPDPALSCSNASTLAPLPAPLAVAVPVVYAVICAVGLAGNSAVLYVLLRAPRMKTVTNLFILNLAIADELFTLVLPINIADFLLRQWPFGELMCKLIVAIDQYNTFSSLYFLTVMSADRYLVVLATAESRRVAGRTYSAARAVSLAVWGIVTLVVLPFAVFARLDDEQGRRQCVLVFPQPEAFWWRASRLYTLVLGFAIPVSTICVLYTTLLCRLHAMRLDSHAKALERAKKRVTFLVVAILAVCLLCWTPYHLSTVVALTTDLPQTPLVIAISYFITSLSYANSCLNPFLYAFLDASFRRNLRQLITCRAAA
Starred values were filed as active, the others as inactive; x = not tested or not shown; [ ] = another dose, or the depositor's remark.

Compound	OXTR ag	MEKK3 PB1 HTS	PHOSPHO1 inh	NALP1 yeast inh	V1aR counter	MEKK2 mut-MEK5	MEKK2wt PB1 HTS	GalR3 antag	GPR7 antagonist
COc1cc(/C=C2\C(=O)NN(c3ccccc3)C2=O)ccc1OCC(N)=O	1.9	134*	16	5	0.0	2	122	-2	-10
CCc1ccccc1NC(=O)CCc1c(C)nn(-c2ccc(N3CCOCC3)nn2)c1C	0.8	104	14	7	1.0	2	107	-7	-27
O=C(NC(=S)NNS(=O)(=O)c1ccccc1)c1ccccc1[N+](=O)[O-]	-0.7	104	2	22	0.1	2	105	-7	-7
CC1CC(C)C[N+](=C2C=C(N3CCCC3)CC(C)(C)C2)C1 (configuration not stated)	x	93	21	11	x	-5	92	28*	50*
S=C1NC2=C(CCC/C2=C\c2ccccc2)C(c2ccccc2)N1 (configuration not stated)	-0.9	98	30	23	-1.7	3	97	6	5
CCS(=O)(=O)c1ccc(-c2csc(-c3ccc(Cl)cc3)n2)c(Cl)c1Cl	0.1	86	17	30	0.5	-4	98	1	-2
CC(C)CCNC(=O)c1csc2c1CCCCC2	-2.6	100	-5	-2	-1.7	-1	99	-6	-6
COc1cccc(/C=C2\CCc3ccccc3C2=O)c1	-1.7	111	51	4	-0.7	14	101	-6	-11
Cc1cc2c(cc1C)N(C(=O)CSc1nncn1C)C(C)(C)c1ssc(=S)c1-2	-2.0	86	-1	8	-1.9	2	97	-2	-21
COc1cc(OC)cc(C(=O)NNC(=O)c2ccc(S(=O)(=O)N3CC(C)OC(C)C3)cc2)c1 (configuration not stated)	-0.3	95	42	12	-0.6	-4	93	0	-12
CN(Cc1ccccc1)C(=O)C1CCN(Cc2ccc(F)cc2)CC1	-0.3	100	-2	13	0.9	3	105	3	9
COc1ccc(Nc2ccc([N+](=O)[O-])cn2)cc1	-2.2	104	x	-11	-1.4	9	110	-9	5
CCn1c(O)c(N=NC(=O)c2cccs2)c2ccccc21	-0.3	x	48	-14	-0.7	x	x	-5	-1
COCCOc1ccc(C(F)(F)F)cc1NC(=O)COC(=O)c1c(C)noc1C	2.3	119	0	-8	1.6	7	118	-4	-1
COc1cc(C(=O)NCCC(=O)NC2CCC(C)CC2)cc(OC)c1OC (configuration not stated)	0.2	99	16	-8	0.4	4	101	-5	14
CCN1C(=O)c2cccc3c(NS(=O)(=O)c4ccc(NC(C)=O)cc4)ccc1c23	-0.5	97	-12	14	0.5	-4	98	-4	-6
Cc1ccc(S(=O)(=O)N2CCN(C(=O)CC(C)n3cncn3)CC2)cc1 (configuration not stated)	-0.4	102	32	16	-1.3	5	101	-9	-7
N=c1ccn(Cc2ccc(Cl)c(Cl)c2)cc1	-0.5	103	-5	29	0.3	6	106	1	-12
N=c1c2c(-c3ccccc3)c(-c3ccccc3)oc2ncn1CCCN1CCOCC1	0.6	105	-2	14	-0.1	6	118	-5	23
O=C(NCCc1cnn(-c2ccccc2)c1)c1cc(COc2c(F)cccc2F)on1	-0.5	92	25	1	2.6	-10	94	-1	-2
COc1ccc(C2NC3=C(CCC3)C3(C#N)C4(N=C(N)C23C#N)OCCO4)cc1 (configuration not stated)	0.1	94	13	-6	0.2	1	96	-4	2
N#Cc1ccc(COC(=O)c2ccc3c(c2)OCO3)cc1	-1.0	106	40	1	2.3	9	113	-3	2
O=C(NCc1ccccc1)C1=C[C@H](c2csc3ccccc23)C[C@H](OCc2ccc(CO)cc2)O1	0.9	87	-1	20	2.0	-1	73	-6	x
O=C(CN1CCCC1)Nc1nc(-c2ccc3c(c2)CCN3C(=O)c2ccccc2F)cs1	4.4	101	10	11	4.2	1	108	x	-10
CCCc1cc(=O)n2[nH]c(-c3cc(OC)c(OC)c(OC)c3)nc2n1	-0.3	107	-3	19	0.6	5	105	-1	-12
Cc1c(Cl)cccc1NC(=S)NCc1ccco1	-0.6	102	8	x	-1.1	-2	100	-6	-3
O=C(NCc1ccccc1Cl)NC(=O)c1csc([N+](=O)[O-])c1	0.4	0.0*[inhibitor]	32	x	-0.9	-39	-14*[inhibitor]	3	16
Cc1cc(C(=O)NCc2csc(-c3ccccc3)n2)no1	1.1	106	56	-1	2.5	13	115	-4	-5
O=C(CSc1ncn[nH]1)Nc1c(Br)cc([N+](=O)[O-])cc1Br	0.8	102	6	19	1.7	12	104	-9	-14
CC1=NN(c2ccc(C)cc2)C(=O)/C1=C\C=C\c1ccccc1	-1.0	97	4	25	0.2	-2	100	-5	-1
CO/N=C(\C(=O)N[C@@H]1C(=O)N2C(C(=O)O)=C(COC(N)=O)CS[C@H]12)c1ccco1	1.4	116	-4	14	0.5	0	104	2	-12
COC(=O)c1ccccc1NC(=O)C1CC(=O)N(c2ccc(F)cc2)C1 (configuration not stated)	-1.0	99	3	x	-0.5	-6	98	-2	2
CC(/C=N/n1c(COc2ccccc2)n[nH]c1=S)=C\c1ccco1	-3.1	102	-1	-20	-2.1	3	95	3	-14
Cc1ccccc1OC(C)C(=O)Nc1cccnc1 (configuration not stated)	-0.7	103	47	6	1.1	7	106	0	-12
CC(=O)c1ccc(O)c(CC=C(C)C)c1	1.0	102	18	10	0.2	2	100	-4	x
COC(=O)c1ccc(C(=O)N2CCCC(N3CCN(c4ccc(F)cc4)CC3)C2)nc1 (configuration not stated)	-1.2	101	28	13	-0.5	0	101	-5	12
CC(C)Cc1nc(Cl)c(C#N)c2c1CCCC2	-1.3	120	2	22	-1.3	-1	103	-2	-4
O=[N+]([O-])c1cccc(Nc2nc(Cl)nc(Cl)n2)c1	0.6	106	5	11	0.3	6	98	-4	-10
CC1=CCC2C(=O)N(c3cccc(C(=O)NCc4ccccc4)c3)C(=O)C2C1 (configuration not stated)	2.6	102	39	-8	2.3	6	105	-8	0
CCNC(=O)CP(=O)(c1ccccc1)c1ccccc1	0.5	106	-8	4	-0.7	8	109	-5	3
Cc1[nH]c2ccccc2c1C(=O)COC(=O)c1cccc(S(=O)(=O)N2CCCCC2)c1	2.1	111	-7	42	1.6	3	113	2	0
Cc1ccccc1C(=O)NC(C)C1CC2CCC1C2 (configuration not stated)	-2.3	97	23	20	-0.2	5	101	-9	-8
C/C(=N/NC(=O)C1CCN(S(=O)(=O)c2ccc(C)cc2)CC1)c1cccc([N+](=O)[O-])c1	0.1	107	-1	13	-0.1	0	110	0	-11
Clc1ccccc1OCc1nnc2n1CCCCC2	0.5	86	33	x	0.5	-22	83	-9	-11
CC(=O)c1cccc(Nc2nc(-c3sc(N)nc3C)cs2)c1	0.0	105	29	0	1.0	4	109	-10	-3
COc1cc(C2C(C(=O)c3ccc(C)o3)=C(O)C(=O)N2c2cc(C)on2)ccc1O (configuration not stated)	-0.2	101	28	0	0.7	0	98	-5	-2
CCOC(=O)Cc1nc2ccccc2[nH]1	-0.3	109	20	11	0.3	6	106	4	-9
O=C(CNCc1ccc(Cl)cc1)Nc1ccc(C(=O)N2CCCCC2)cc1	4.8	100	41	5	5.1	3	99	-5	-5
COc1cc(C(=O)NC(CCSC)C(=O)OCc2cc([N+](=O)[O-])cc3c2OCOC3)cc(OC)c1OC (configuration not stated)	-1.8	100	36	-17	4.7	-11	89	-2	-4
COc1cc(/C=C2/C(=N)N3N=C(CC(=O)N4CCOCC4)SC3=NC2=O)ccc1OC(C)c1ccccc1 (configuration not stated)	-1.8	100	22	12	-0.3	0	101	-2	-11
CC(NC(=O)C(C)N1C(=O)c2ccccc2C1=O)c1ccccc1 (configuration not stated)	-0.1	92	30	1	0.2	5	96	-6	-18
Cc1c([N+](=O)[O-])c([N+](=O)[O-])nn1CC(=O)NCc1cccnc1	2.7	94	37	-7	1.1	-11	83	-7	-1
Cc1cccc(CSc2nnc(NC(=O)c3ccco3)s2)c1	1.8	96	4	1	1.0	0	102	-8	-12
O=C(c1cc(C2CC2)on1)N1CCCC(N2CCN(c3cccc(C(F)(F)F)c3)CC2)C1 (configuration not stated)	-2.0	100	53	12	-0.8	6	101	-3	-16
O=C(O)COc1ccc(NC(=O)c2cccs2)cc1	0.6	93	x	x	1.1	3	97	-10	-7
CCOc1ccc(NC(=O)c2nn(-c3ccc(OC)cc3OC)c(=O)c3ccccc23)cc1	1.2	104	24	-2	0.0	-13	90	-7	-14

Further compounds follow.
Compound	OXTR ag	MEKK3 PB1 HTS	PHOSPHO1 inh	NALP1 yeast inh	V1aR counter	MEKK2 mut-MEK5	MEKK2wt PB1 HTS	GalR3 antag	GPR7 antagonist
CSc1ccc(C#N)cc1NC(=O)c1ccc(Cl)cc1Cl	-2.1	103	11	36	-0.4	5	99	-5	-12
CC(C)CCNc1nnnc2c1sc1nc(N3CCOCC3)c3c(c12)CC(C)(C)SC3	-1.1	103	-36	2	2.4	-1	94	-1	0
COc1ccc(S(=O)(=O)Nc2ccccc2C(=O)NC(C)C)cc1OC	0.5	94	-30	4	0.9	-3	94	-5	3
C=CCN(CC=C)c1cnn(-c2nc3ccccc3[nH]2)c(=O)c1Cl	-0.2	77	11	15	2.4	-5	83	-6	7
Cc1ccc(C)c(NC(=O)CN(C)C(=O)[C@@H](NC(N)=O)C(C)C)c1	0.9	89	40	16	0.6	-14	80	-2	3
CCOC(=O)Nc1ccc2ncn(C)c(=O)c2c1	0.1	99	-7	-24	0.2	-2	103	6	-15
Cc1cc(NS(=O)(=O)c2ccc(NC(=O)C(c3ccccc3)c3ccccc3)cc2)no1	1.1	97	12	19	0.7	-1	96	1	-6
CC(C)OC(=O)CSc1nc(-c2ccc(F)cc2)nc2ccc(F)cc12	-1.1	101	3	1	0.0	0	98	2	-15

Two entries from above, with two lines to a compound:
Value order: OXTR ag	MEKK3 PB1 HTS	PHOSPHO1 inh	NALP1 yeast inh	V1aR counter	MEKK2 mut-MEK5	MEKK2wt PB1 HTS	GalR3 antag	GPR7 antagonist
CSc1ccc(C#N)cc1NC(=O)c1ccc(Cl)cc1Cl
 : -2.1	103	11	36	-0.4	5	99	-5	-12
CC(C)CCNc1nnnc2c1sc1nc(N3CCOCC3)c3c(c12)CC(C)(C)SC3
 : -1.1	103	-36	2	2.4	-1	94	-1	0

New compounds follow:
Compound	OXTR ag	MEKK3 PB1 HTS	PHOSPHO1 inh	NALP1 yeast inh	V1aR counter	MEKK2 mut-MEK5	MEKK2wt PB1 HTS	GalR3 antag	GPR7 antagonist
CCN(Cc1ccccc1)C(=O)Cn1cnc2c1c(=O)n(C)c(=O)n2C	0.9	99	19	-16	1.1	-2	100	2	-11
COc1ccc2[nH]c(C(=O)N(Cc3ccccn3)Cc3ccccn3)cc2c1	-1.3	90	42	x	0.3	-6	82	2	-10
Cn1c(Cn2cnc3ccccc32)nc2ccccc21	8.0	98	2	-6	6.7	0	101	-2	2
O=C(Nc1ccc(Cl)cc1)Nc1nnc(SCc2ccc(Cl)cc2)s1	0.6	98	4	29	0.4	9	98	-3	-13
CCN(CC)CCCNC(=O)c1cn(CC)c2ccc(S(=O)(=O)N(C)C3CCCCC3)cc2c1=O	0.3	98	51	16	1.5	-3	101	-2	-14
O=C1Nc2ccc(Br)cc2/C1=C/C(=O)c1ccc2c(c1)OCO2	-0.3	87	17	x	0.4	-25	94	-2	7
O=C(O)COc1ccc(/C=C2\SC(=Nc3ccccc3)N(c3ccccc3)C2=O)cc1	-0.2	108	-13	8	0.7	-1	104	-2	-6
CC1CN(c2ccc(NC(=S)NNCCC#N)cc2)CC(C)O1 (configuration not stated)	-0.5	102	-2	x	-0.1	3	107	1	-6
COc1ccc(N2CCN(C(=O)c3cc(-c4cc(OC)ccc4OC)nc4ccccc34)CC2)cc1	-0.6	108	x	3	0.4	8	110	1	7

Compounds were not picked by outcome; 5.4% or so of the library scored in one or more.
